SR-BI DiI-HDL act: activators of SR-BI mediated DiI-HDL uptake, primary screen, ldlA[mSR-BI] CHO cells, DiI fluorescence | 3 h; 100 = double the neutral-control signal | 320,000 compounds, 0.096% hits | activation, % at 12.5 µM;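 active = mean replicate activation of at least 60% and every replicate at or above 60%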;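 also: 0% = median plate neutral-control signal and 100% = twice that signal; values of inactives mirror those of a sister screen read the other way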
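System: CHO ldlA[mSR-BI] cells / Medium: HEPES-buffered (25 mM, pH 7.4) F12 plus 0.5% BSA / Probe or stimulus: labelled HDL, 10 µg/mL / Doses: single compound concentration, delivered by pin transfer / Schedule: 3 h, 37 °C / Measured by: DiI fluorescence, bottom read / Measure: cell-associated DiI fluorescence as measure of HDL uptake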
PvdQ inh: P. aeruginosa PvdQ acylase inhibitors, primary screen, biochemical, fluorescence, plate reader and imaging, single point; PvdQ acylase [Pseudomonas aeruginosa LESB58]; purified PvdQ acylase; inhibition, % at 10 µM; 340,000 compounds, 0.063% hits; AID 488965, 2010; in the data active = inhibition above about 30%, passing the limit was not always enough;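 also: 0% = vehicle neutral wells and 100% = reference inhibitor wells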
CAL PDZ FP-1: untagged CAL PDZ binding inhibitors, primary screen, biochemical, fluorescence polarization, HTS | Golgi-associated PDZ and coiled-coil motif-containing protein (Homo sapiens), Q9HD26 | purified CAL PDZ, TMR-peptide fluorescence polarization, 1 h | inhibition, % at 24.9 µM | 300,000 compounds, 0.92% hits | AID 602252, 2012;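 active = mean inhibition of at least 30% with at least half of replicates also reaching 30%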;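 also: 0% = DMSO neutral control and 100% = excess unlabeled competitor peptide PRC23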
dFosB activator: activators of delta FosB homodimer, primary screen, biochemical, fluorescence polarization, TAMRA-CDK5 oligo, single point. Protein FosB (Mus musculus), P13346. purified delta FosB; percent of positive-control signal above neutral wells. activation, % at 25 µM. 340,000 compounds, 0.99% hits. AID 493131, 2011;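 active = mean activation above about 17%, with every replicate also reaching it, limit read from the data, passing the limit was not always enough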;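 also: fluorescence polarization rise as delta FosB binds a TAMRA Cdk5 AP-1 oligo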
NSD2 HMT inh: NSD2 histone methyltransferase inhibitors, primary screen, biochemical, AlphaScreen, single concentration, set 2; Histone-lysine N-methyltransferase NSD2 (Homo sapiens), O96028; NSD2 peptide methylation, 120 min; inhibition, % at 12.5 µM; 310,000 compounds, 0.54% hits; AID 743445, 2014; in the data active = inhibition above about 50%
SR-BI DiI inh: inhibitors of SR-BI mediated HDL lipid uptake, primary screen, ldlA[mSR-BI] cells, fluorescence, single point; ldlA[mSR-BI] CHO cells, DiI-HDL uptake fluorescence, 3 h; inhibition, % at 12.5 µM; AID 488896, 2010; Scavenger receptor class B member 1 (Mus musculus), Q61009; 320,000 compounds, 0.96% hits;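 active = mean replicate inhibition of at least 70% and a set share of replicates each scoring 70 or more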;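 also: 0% = median of neutral control wells and 100% = median of positive control wells; values of inactives mirror those of a sister screen read the other way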
Target sequence (Q61009 whole entry, looked up): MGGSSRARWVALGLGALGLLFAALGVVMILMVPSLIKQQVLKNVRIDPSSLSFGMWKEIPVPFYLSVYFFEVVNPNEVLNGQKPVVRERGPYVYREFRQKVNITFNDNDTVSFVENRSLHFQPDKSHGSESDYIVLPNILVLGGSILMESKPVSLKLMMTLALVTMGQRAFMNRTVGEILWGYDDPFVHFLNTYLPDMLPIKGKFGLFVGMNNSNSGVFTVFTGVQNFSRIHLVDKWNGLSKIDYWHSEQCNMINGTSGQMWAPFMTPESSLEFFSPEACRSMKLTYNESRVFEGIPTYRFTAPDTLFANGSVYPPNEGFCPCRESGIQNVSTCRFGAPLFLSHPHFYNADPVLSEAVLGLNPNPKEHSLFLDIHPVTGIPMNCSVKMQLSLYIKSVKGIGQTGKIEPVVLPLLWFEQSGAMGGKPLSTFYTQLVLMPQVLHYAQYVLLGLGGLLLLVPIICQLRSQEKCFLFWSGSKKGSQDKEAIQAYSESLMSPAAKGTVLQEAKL
Rtt109 Vps75: inhibitors of C. albicans Rtt109/Vps75 HAT, primary screen, biochemical, ThioGlo CoA-SH fluorescence, plate reader | inhibition, % at 34.9 µM | Histone acetyltransferase RTT109 (Candida albicans (strain SC5314 / ATCC MYA-2876)), … | AID 540336, 2011 | 330,000 compounds, 0.16% hits | purified Rtt109/Vps75, 4 h;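 active = inhibition of at least 50% in every replicate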
Target sequence (Q5AAJ8 whole entry, looked up): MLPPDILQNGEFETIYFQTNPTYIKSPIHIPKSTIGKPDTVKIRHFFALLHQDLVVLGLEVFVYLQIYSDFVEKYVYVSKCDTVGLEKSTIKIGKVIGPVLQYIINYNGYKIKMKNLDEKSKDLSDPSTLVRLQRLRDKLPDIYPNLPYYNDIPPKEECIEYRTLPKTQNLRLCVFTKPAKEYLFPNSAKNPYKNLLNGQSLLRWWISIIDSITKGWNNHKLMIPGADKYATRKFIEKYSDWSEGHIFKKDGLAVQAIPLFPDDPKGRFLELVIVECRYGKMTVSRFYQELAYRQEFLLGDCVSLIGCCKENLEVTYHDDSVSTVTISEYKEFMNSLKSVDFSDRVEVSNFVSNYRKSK
CAL PDZ FP-2: CAL PDZ peptide-binding inhibitors, primary screen, biochemical, fluorescence polarization, Cer-tagged CAL PDZ, HTS | inhibition, % at 20 µM | purified CAL PDZ, TMR-peptide fluorescence polarization, 1 h | AID 504414, 2011 | 330,000 compounds, 0.02% hits | Golgi-associated PDZ and coiled-coil motif-containing protein (Homo sapiens), Q9HD26;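 active = highest replicate inhibition of at least 40%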;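 also: plate controls were DMSO neutral control wells for no effect and unlabeled competitor peptide control wells for full effect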
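Read-out basis: mP drop reported as inhibition | Assay system: Tagged CAL PDZ protein CerCALP, purified | Benchmarks: Unlabelled peptide for full inhibition, DMSO wells as neutral | Schedule: 1 h incubation at room temperature before polarization reading | Buffer or medium: Sodium phosphate/NaCl buffer pH 7.4 with TCEP, IgG, Thesit | Doses: Single point, 20 µM | Measured by: Fluorescence polarization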
MITF act: activators of MITF-driven TRPM1 promoter reporter, primary screen, cell-based, SK-MEL-5, luciferase, single point; activation, % at 12.5 µM; 300,000 compounds, 0.75% hits; SK-MEL-5 TRPM1-promoter luciferase, 24 h; % of positive control, neutral wells = 0; AID 588334, 2011;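 active = mean activation of at least 80% with every replicate also reaching 80%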;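 also: 0% = neutral control wells and 100% = parthenolide positive control wells; values of inactives mirror those of a sister screen read the other way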
PfHsp90 yeast 2: growth inhibition of PfHsp90-expressing yeast, primary screen, antimalarial PfHsp90 inhibitor project, S. cerevisiae, BacTiter-Glo luminescence, single point, set 2; inhibition, % at 9.4 µM; BacTiter-Glo ATP, 48 h; yeast lacking PDR1 and PDR3 efflux regulators; AID 504621, 2011; 310,000 compounds, 0.32% hits;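 active = every replicate shows inhibition above about 80%, whatever the replicate mean, limit read from the data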;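 also: 0% = DMSO neutral controls and 100% = 20 µM radicicol positive controls; yeast relying on Plasmodium falciparum Hsp90 in place of its own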
* marks the source's active call; other numbers are inactive results; x = no result given.

#	SMILES	SR-BI DiI-HDL act	PvdQ inh	CAL PDZ FP-1	dFosB activator	NSD2 HMT inh
1	C/C=C/Cn1c(N2CCCCCC2)nc2c1c(=O)[nH]c(=O)n2C	17	2	x	0	2
2	O=C(c1cccc([N+](=O)[O-])c1)c1ccccn1	x	0	8	0	-3
3	Cc1c(NS(=O)(=O)c2cccc(C(=O)NCc3ccncc3)c2)c(=O)n(-c2ccccc2)n1C	9	4	0	6	-1
4	CCCN(CCC)C(=O)C(c1ccccc1)C1(O)CCCCC1 (stereo unspecified)	-4	-15	-3	-2	0
5	COc1ccc(C(CNC(=O)COc2ccccc2)N2CCOCC2)cc1 (stereo unspecified)	17	-13	1	0	-1
6	O=C(CCCN1C(=O)/C(=C\c2cccs2)SC1=S)Nc1ccc(O)cc1C(=O)O	1	-8	-4	-4	18
7	Cc1nc(NC(=O)C2CC2)sc1C(=O)Nc1ccccc1Cl	-39	13	-4	-3	-1
8	Cc1cc(C)cc(Oc2ccccc2C=O)c1	-1	-14	-1	0	-3
9	COc1cccc(NC(=O)c2cc(-c3ccccn3)nc3ccccc23)c1	-37	-6	x	-16	0
10	O=C(/C=C/c1ccc[nH]1)c1ccc(F)cc1	-12	-5	-2	-3	-1
11	CCCCC(CCC(=O)NNC(=O)Cc1ccccc1)C(=O)O (stereo unspecified)	-13	9	-2	-5	1
12	COC(=O)c1ccccc1S(=O)(=O)N1CCC(C(=O)NC2CCCCC2C)CC1 (stereo unspecified)	2	-6	x	-4	-1
13	CCOC(=O)C1CCN(S(=O)(=O)c2ccc(Br)c(OCC)c2)CC1	5	-9	-1	-6	-1
14	COc1ccc(NC(=O)CS(=O)CC(=O)NC2CCCc3ccccc32)cc1 (stereo unspecified)	-34	-1	-7	-5	-1
15	CC1(C)Cc2nc3sc4c(=O)[nH]cnc4c3cc2CS1	-3	-20	-5	3	3

#	SR-BI DiI inh	Rtt109 Vps75	CAL PDZ FP-2	MITF act	PfHsp90 yeast 2
1	-17	-1	0.1	x	4
2	x	-1	1.2	8	-20
3	-9	-8	-1.3	9	x
4	4	5	-0.5	7	-15
5	-17	1	-0.1	-2	21
6	-1	20	-1.0	-5	-5
7	39	5	-0.5	x	7
8	1	3	x	-10	-2
9	37	-3	-1.0	1	-12
10	12	-1	-2.0	35	27
11	13	15	0.7	-1	-6
12	-2	-6	0.7	7	12
13	-5	2	-0.5	3	17
14	34	2	x	x	x
15	3	-8	-1.7	42	12

Excerpt: entries 13 to 15
#	SMILES	SR-BI DiI-HDL act	PvdQ inh	CAL PDZ FP-1	dFosB activator	NSD2 HMT inh
13	CCOC(=O)C1CCN(S(=O)(=O)c2ccc(Br)c(OCC)c2)CC1	5	-9	-1	-6	-1
14	COc1ccc(NC(=O)CS(=O)CC(=O)NC2CCCc3ccccc32)cc1 (stereo unspecified)	-34	-1	-7	-5	-1
15	CC1(C)Cc2nc3sc4c(=O)[nH]cnc4c3cc2CS1	-3	-20	-5	3	3

#	SR-BI DiI inh	Rtt109 Vps75	CAL PDZ FP-2	MITF act	PfHsp90 yeast 2
13	-5	2	-0.5	3	17
14	34	2	x	x	x
15	3	-8	-1.7	42	12

Next entries:
#	SMILES	SR-BI DiI-HDL act	PvdQ inh	CAL PDZ FP-1	dFosB activator	NSD2 HMT inh
16	COc1ccc(-n2c(CCC(=O)O)ccc2-c2ccccc2)cc1	1	-6	x	-8	4
17	O=C(COC(=O)Cc1ccsc1)NC(c1ccccc1)c1ccccc1	27	0	-4	-4	-4
18	Cc1ccc(-c2nnc(N(C)C(=O)c3cccnc3)s2)cn1	2	-1	0	-5	-1
19	O=C(COc1ccc(Br)cc1)N1CCNC1=O	5	-9	-1	1	-3
20	CCOC(=O)CN/C=C(\C#N)c1ccccc1	9	-3	-8	-5	-4
21	COc1cccc(CNC(=O)c2ccc(NC(=O)CC3SC(N4CCCC4)=NC3=O)cc2)c1 (stereo unspecified)	-20	-11	x	-7	0
22	COc1ccc(CCNC(=O)C2CCC(=O)N(C3CC3)C2)c(OC)c1 (stereo unspecified)	32	-11	-6	-2	-1
23	c1ccc(COc2ccc(OCCN3CCCC3)cc2)cc1	7	15	1	-2	0
24	COc1ccc(CCNC(=O)C(=O)NCC2OCCN2S(=O)(=O)c2ccc(Cl)cc2)cc1 (stereo unspecified)	-3	2	x	8	x
25	CN1CCN(CCCN(Cc2ccco2)C(=S)Nc2ccc(Cl)cc2)CC1	17	4	0	-4	4
26	COc1ccc(-c2csc(NC(=S)NC(=O)c3cc4ccccc4o3)n2)cc1Br	3	-5	-3	-3	4
27	Cc1ccc(CSCc2ccc(C(=O)NCCCN3CCOCC3)o2)cc1	-11	-9	-2	-12	-1
28	CC(=O)Nc1ccc2nc(NC(=O)CN3CCOCC3)sc2c1	17	1	-2	-2	-3
29	COc1cccc(NC(=O)CN(C)C(=O)C2=COCCO2)c1	19	3	-3	-7	-1
30	CCOC(=O)c1ccccc1NC(=O)CSc1nc2c(sc(=S)n2CC)c(=O)[nH]1	16	-8	-5	-2	6

#	SR-BI DiI inh	Rtt109 Vps75	CAL PDZ FP-2	MITF act	PfHsp90 yeast 2
16	-1	-13	-0.8	1	-20
17	-27	-2	-0.7	10	-6
18	-2	-5	-1.2	x	16
19	-5	-1	-3.3	39	-6
20	-9	2	-1.4	5	3
21	20	0	-0.7	-2	0
22	-32	-11	-0.3	8	-24
23	-7	7	-0.4	56	-8
24	3	6	-1.0	x	-15
25	-17	-11	-0.1	5	-4
26	-3	-4	-1.5	4	-11
27	11	-5	-2.6	16	-36
28	-17	1	-0.8	-5	-14
29	-19	8	-2.2	-5	0
30	-16	13	-2.6	2	-13

Remaining list, next part:
#	SMILES	SR-BI DiI-HDL act	PvdQ inh	CAL PDZ FP-1	dFosB activator	NSD2 HMT inh
31	COc1ccc2nc(N3CCCCC3)c(/C=C3\SC(=S)NC3=O)cc2c1	11	-10	x	-33	x
32	COc1ccc(C(=O)Nc2ccc3c(c2)nc2n3CCSC2)cc1	-34	-11	-4	-1	-2
33	Cc1ccc(C(CNS(=O)(=O)c2ccccc2)N2CCN(C)CC2)cc1 (stereo unspecified)	2	5	-4	-1	4
34	COc1ccc(Cl)cc1C(=O)CSc1nnnn1C1CCCCC1	-28	-8	-2	-8	-3
35	CCCN1C(=O)c2cc(C(=O)Nc3ccccc3CC)ccc2C1O (stereo unspecified)	0	-2	x	5	x
36	CN1CCCC(OC(=O)c2ccc(S(=O)(=O)N(C)C)cc2)C1 (stereo unspecified)	32	-14	-2	-2	9
37	CCCN1CCC(NC(=O)Cc2ccc(C)cc2)CC1	19	-12	-1	1	3
38	COc1ccc(Cl)cc1S(=O)(=O)N1CCN=C1C	34	-11	1	5	x
39	CCC1(C)N=C(c2ccc3c(c2)OCO3)CC(c2ccccc2O)N1 (stereo unspecified)	5	1	-3	-7	x
40	Cc1ccc(-c2nc(NCCN3CCOCC3)c3ccccc3n2)cc1	-25	-14	-2	-19	x
41	CCOC(=O)N1CCN(C(=S)NC(=O)c2nn(C)cc2Br)CC1	-21	-3	1	1	-2
42	Cc1ccc(Oc2nc(CN3CCOCC3)nc3sc4c(c23)CCC(C)C4)cc1 (stereo unspecified)	-35	-4	-2	-20	2
43	O=C(Cc1ccc(S(=O)(=O)N2CCOCC2)s1)Nc1nc2c(s1)CCCC2	x	-3	-3	0	-3
44	CC(C)OC(=O)CN1CCN(C2c3ccccc3-c3ccccc32)CC1	-16	-11	-2	0	4
45	Cc1ccc(Cn2c(=N)n(CC(=O)c3ccc([N+](=O)[O-])cc3)c3ccccc32)cc1	-49	-12	-2	-6	0

#	SR-BI DiI inh	Rtt109 Vps75	CAL PDZ FP-2	MITF act	PfHsp90 yeast 2
31	-11	-7	0.0	x	13
32	34	2	-3.3	x	x
33	-2	8	-2.9	7	x
34	28	0	-3.0	x	x
35	0	-4	0.4	1	-8
36	-32	-2	-1.6	-10	9
37	-19	3	-2.7	x	11
38	-34	1	0.7	-5	-7
39	-5	11	-2.8	40	-3
40	25	0	-4.4	-1	-6
41	21	x	-2.7	5	-14
42	35	1	-2.2	-6	-22
43	x	-10	-1.0	8	0
44	16	3	-0.9	-4	-57
45	49	-2	-2.9	-98	-26

An excerpt from above with just NSD2 HMT inh.
cpd	Molecule	NSD2 HMT inh
33	Cc1ccc(C(CNS(=O)(=O)c2ccccc2)N2CCN(C)CC2)cc1 (stereo unspecified)	4
45	Cc1ccc(Cn2c(=N)n(CC(=O)c3ccc([N+](=O)[O-])cc3)c3ccccc32)cc1	0
